KCNH2 WT inh – inhibitors of human wildtype KCNH2 potassium channel. Q12809. activity change, % at 1.84 µM. 0.37% of 340,000 active. AID 720551. U2OS, BacMam KCNH2, thallium flux FluxOr; active compounds read low;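 active = maximum activity change below -70%; inconclusive = maximum activity change between -70% and -50%; inactive = maximum activity change above -50%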; also: % is scaled to controls: 0 for no effect and ±100 for the full control effect
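U2OS cells transduced with wild-type KCNH2 virus are loaded with FluxOr dye for 45 min, and thallium flux is measured in kinetic reads before and after stimulation buffer. Rate constants are normalized to DMSO controls.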
USP2a inh – USP2a (human) protease inhibition; Potency, µM (top dose mostly 38.3 µM), for inactives: at the highest dose activity change, negative = inhibition, actives largely listed as inhibitors; O75604; USP2 core, Ub-CHOP2 coupled fluorogenic reporter, 485/531; 0.01% of 330,000 active;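 also: potency is read from the fitted curve at half-maximal effect; plate controls were DMSO wells for no effect and full inhibition by NEM control for full effect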
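USP2 core (10nM final) preincubated 30min RT with compound in 20mM Tris-HCl pH 8.0, 2mM CaCl2, 2mM beta-mercaptoethanol, 0.05% CHAPS; 25nM Ub-CHOP2 plus 25nM reporter substrate added, fluorescence (Ex485/Em531) read after 60min.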
KCNH2 3.1 inh – inhibitors of human KCNH2 3.1 potassium channel isoform; 0.95% of 340,000 active; U2OS KCNH2 3.1, thallium flux FluxOr; active compounds read low; activity change, % (tested at about 1.8 µM);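 active = maximum activity change below -70%; inconclusive = maximum activity change from -70% to -50%; inactive = maximum activity change above -50%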;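 also: thallium influx rate constant from kinetic fluorescence after stimulation buffer; % is scaled to controls: 0 for no effect and ±100 for the full control effect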
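Steps: virus added to U2OS suspension (4 h, RT, dark); medium with 10% FBS added, cells plated, 37 C overnight; FluxOr/Red40 loading buffer 45 min RT; stimulation buffer, 2 min kinetic read; rate constant normalized.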
B2AR arrestin – beta2AR (human) beta-arrestin recruitment activity; beta-arrestin recruitment to beta2AR, cell-based reporter; Potency, µM (doses to about 46.1 µM), for inactives: at the highest dose activation, most hits filed as activators; AID 492947; P07550; 0.02% of 330,000 active;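 also: potency is read from the fitted curve at half-maximal effect; 0% = DMSO controls and full agonism = EC100 isoproterenol or metaproterenol; nearly all actives have a fitted effect of over 65% in size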
Target sequence (P07550 whole entry, looked up): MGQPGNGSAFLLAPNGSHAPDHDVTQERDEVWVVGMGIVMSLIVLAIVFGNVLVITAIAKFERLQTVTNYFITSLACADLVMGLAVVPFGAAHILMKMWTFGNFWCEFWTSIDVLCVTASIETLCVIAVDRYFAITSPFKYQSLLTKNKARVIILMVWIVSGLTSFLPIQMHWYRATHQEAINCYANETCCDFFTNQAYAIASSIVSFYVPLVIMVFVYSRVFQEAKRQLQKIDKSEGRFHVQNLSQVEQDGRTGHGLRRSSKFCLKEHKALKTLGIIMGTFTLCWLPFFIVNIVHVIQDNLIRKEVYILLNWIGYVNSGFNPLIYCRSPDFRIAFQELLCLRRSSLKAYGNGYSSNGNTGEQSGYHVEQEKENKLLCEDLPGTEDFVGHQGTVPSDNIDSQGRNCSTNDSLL
Menin-MLL TR inh – displaces Texas Red mutant MLL peptide from human menin; O00255; Menin + Texas Red MLL mutant peptide, fluorescence polarization; AID 1768; Potency, µM (top dose mostly 61.6 µM), inactives show at the top dose FP activity change, negative = inhibition, hits mostly inhibitors; 0.23% of 270,000 active; active = well fitted inhibition curve with a large enough effect in the polarisation, with a control signal flat, not every such curve was filed as active; inconclusive = small, poorly fitted or top-dose-only effect, or effect the other way, or a change in a side signal; inactive = no such curve, though single readings can be large or run the other way; the % refers to the polarisation; also: potency is read from the fitted curve at half-maximal effect; % of control where 0% means no effect; many of its hits are not listed in these tables
Target sequence (O00255 whole entry, looked up): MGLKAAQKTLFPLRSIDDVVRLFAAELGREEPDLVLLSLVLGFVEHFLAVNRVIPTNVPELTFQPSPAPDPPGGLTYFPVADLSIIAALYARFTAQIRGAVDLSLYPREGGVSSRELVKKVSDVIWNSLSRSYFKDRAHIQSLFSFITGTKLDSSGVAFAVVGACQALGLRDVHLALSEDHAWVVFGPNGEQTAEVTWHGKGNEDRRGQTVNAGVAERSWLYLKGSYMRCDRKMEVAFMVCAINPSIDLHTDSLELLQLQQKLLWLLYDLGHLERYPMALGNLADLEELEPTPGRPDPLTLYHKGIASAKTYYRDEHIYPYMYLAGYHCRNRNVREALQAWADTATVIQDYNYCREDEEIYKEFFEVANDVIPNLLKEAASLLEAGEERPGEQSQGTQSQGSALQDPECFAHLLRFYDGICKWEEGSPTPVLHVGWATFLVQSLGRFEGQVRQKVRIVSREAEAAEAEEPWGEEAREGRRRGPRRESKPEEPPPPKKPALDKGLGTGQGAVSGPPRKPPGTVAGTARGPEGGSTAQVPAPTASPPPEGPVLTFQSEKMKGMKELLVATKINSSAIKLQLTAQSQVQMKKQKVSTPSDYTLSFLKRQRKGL
GALK inh – inhibitors of human galactokinase | 0.007% of 270,000 active | P51570 | AID 1868 | Purified GALK, Kinase-Glo residual ATP luminescence | Potency, µM (top dose mostly 57.5 µM), for the others: at the top dose activity change, negative = inhibition, hits mostly inhibitors; also: potency is read from the fitted curve at half-maximal effect; % is scaled to controls: 0 for no effect and ±100 for the full control effect
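GALK at 5 nM final was combined with compound, 35 uM ATP and 100 uM galactose in HEPES pH8.0 with MgCl2 and DTT. The reaction ran one hour at room temperature before luminescent ATP detection.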
PKM2 act – activators of human pyruvate kinase M2 | purified PKM2, Kinase-Glo ATP luminescence, activation; response scale: 0% is enzyme alone, no compound | Potency, µM (highest dose often 57.5 µM), inactives show at the top dose activation, hits mostly activators | 0.34% of 260,000 active | AID 1631; also: potency is read from the fitted curve at half-maximal effect; % is scaled to controls: 0 for no effect and ±100 for the full control effect; nearly all actives have a fitted effect of over 55% in size
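Purified hPK-M2 (>95% pure) converted ADP (0.1 mM final) to ATP with 0.5 mM PEP in 50 mM imidazole pH7.2, KCl, MgCl2, Tween 20, BSA; 1 h at room temperature. ATP detected by Kinase-Glo luminescence.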
TRPV1 agonist – human TRPV1 agonism; AID 540275; Q8NER1; TRPV1-expressing cells, Fluo-8 calcium influx, agonist mode; activation, % at 8.33 µM; 0.19% of 320,000 active; in the data active = activation above about 80%; inconclusive = between about 30% and that limit; also: 0% is about no effect
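Cells expressing TRPV1 were dye-loaded with Fluo-8 and read kinetically: 10 s baseline, 3 min after compound (agonist portion), then 2 min after EC20 capsaicin (allosteric enhancer portion). Calcium-bound dye fluorescence at 480/520 nm.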
CXXC DNA block – blocks binding of human MLL CXXC domain to DNA; Q03164; MLL-CXXC / FITC-HOXA9 DNA fluorescence polarization; Potency, µM (doses to about 115 µM), for the others: at the highest dose activity change, negative = inhibition, actives largely listed as inhibitors; 0.037% of 290,000 active; AID 2662; active = well fitted inhibition curve with a large enough effect in the polarisation, with a control signal flat, not every such curve was filed as active; inconclusive = small, poorly fitted or top-dose-only effect, or effect the other way, or a change in a side signal; inactive = no such curve, though single readings can be large or run the other way; the % refers to the polarisation; also: potency is read from the fitted curve at half-maximal effect
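Steps: dispense CXXC domain solution (7 uM) → pin compounds or unlabeled HOX-A9 DNA control → 5 min ambient → add FLSN-HOX-A9 solution (50 nM) → spin → 30 min ambient → fluorescence polarization. Tris pH 7.5/NaCl/DTT/BSA buffer.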
Giardia kill – kills Giardia lamblia; Giardia lamblia trophozoite viability; activity change, % at 7.66 µM, hits read low; 0.15% of 340,000 active; AID 540267; in the data active = activity change below about -80%; inconclusive = between about -30% and that limit;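 also: parasites exposed to compound for two days anaerobically before the ATP read; % is scaled to controls: 0 for no effect and ±100 for the full control effect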
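Killing of trophozoites was scored by loss of ATP luminescence after a 48 hrs anaerobic exposure to compounds at 37 deg C, using 100 cells per well.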
FBPA coupling cs – inhibits coupling enzyme system, counter-screen for aldolase hits; activity change, negative = inhibition, % at 58.2 µM, hits read low; 0.67% of 290,000 active; coupling enzyme system counterscreen, AmpLite Red fluorescence; in the data active = activity change below about -30%; also: % is scaled to controls: 0 for no effect and ±100 for the full control effect
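Counterscreen lacking aldolase: glyceraldehyde-3-phosphate coupling-enzyme reagent preincubated 10 min at RT with compound (at 57.5 uM final), then substrate/coupling system with AmpLite Red added; fluorescence read at 525/598 nm after 20 min RT.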
Numbers without * were called inactive; ? = inconclusive; . = no result given; [ ] = remark or other dose. Unless noted, calls follow the shape of the dose curve; as a rule, active = well fitted curve in the direction sought with a large enough effect; inconclusive = small, poorly fitted or top-dose-only effect, or another doubt; inactive = no such curve, though single readings can be large; an effect the other way counts as inactive or inconclusive. The list is partial; the hit share may differ from the screen's.

Values run as follows: KCNH2 WT inh, USP2a inh, KCNH2 3.1 inh, B2AR arrestin, Menin-MLL TR inh, GALK inh, PKM2 act, TRPV1 agonist, CXXC DNA block, Giardia kill, FBPA coupling cs
(1) COc1ccc(CCNC(=O)c2ccc3nc(-c4ccco4)c(-c4ccco4)nc3c2)cc1OC
    -6, -13%, -5, -0.1%, ?, -2%, ?, -6, 10%, 0, -33*
(2) COc1ccc(C(=O)OCC(=O)NCC2CCCO2)cc1[N+](=O)[O-] (stereo not given)
    -7, 3%, -5, 0.1%, 8%, 0%, 1%, -3, 14%, -4, 1
(3) O=C(NN=C1CCCCCC1)c1ccc(Br)o1
    -13, -10%, 6, 0.2%, ?, 1%, 2%, 29, -5%, -3, 4
(4) COc1ccc(NC(=O)CSc2nnc(CNc3ccc(F)cc3)o2)c(OC)c1
    2, 2%, 6, 0.1%, 23%, 1%, -1%, -1, -3%, 5, 2
(5) COc1ccc(NC(=O)COC(=O)c2c(F)cccc2Cl)cc1OC
    ., 4%, ., 0.1%, 11%, 1%, -9%, 2, -3%, ., 0
(6) N#Cc1ccccc1S(=O)(=O)N1CCN(C(=O)c2cc(-c3ccccc3)nn2-c2ccccc2)CC1
    8, -1%, ., -0.1%, ., -3%, -7%, 6, 0%, 4, .
(7) COc1cc(C2C(C(C)=O)=C(C)Nc3ncnn32)ccc1O (stereo not given)
    -6, -1%, -5, -1.0%, 0%, 0%, 4%, -4, 12%, 8, -1
(8) Cc1c(C(=O)NCCCN2CCOCC2)sc2nc(-c3ccc(F)cc3)cn12
    -12, 2%, -2, -0.2%, -10%, -4%, 8%, 2, 1%, 10, -1
(9) CN(C)/C(=N\S(=O)(=O)c1ccccc1)c1ccc([N+](=O)[O-])cc1
    -8, 5%, 10, -0.7%, 9%, 2%, 3%, 0, -1%, 32[activator], 0
(10) N#Cc1ccc(C(=O)NC(=S)NC2CCCCC2)cc1
    -2, 1%, 1, -0.8%, ., ., ., ., ., -8, .
(11) COc1ccc(C(CNC(=O)c2cccc(NS(=O)(=O)c3ccccc3)c2)N(C)C)cc1 (stereo not given)
    -1, -2%, -12, 0.0%, ., -6%, -2%, 2, 0%, -10, .
(12) O=C(NC(Cc1c[nH]c2ccccc12)C(=O)Nc1ccc(F)c([N+](=O)[O-])c1)c1cccs1 (stereo not given)
    7, -9%, -15, -0.3%, ?, -2%, 1%, 0, 2%, 6, -4
(13) CC1=Nn2c(nnc2-c2cc(-c3ccccc3)n[nH]2)SC1
    -1, 0%, -2, -0.2%, 2%, -3%, 0%, 0, -2%, 4, 2
(14) COc1ccc(C)cc1NS(=O)(=O)c1ccc2c(c1)NC(=O)C(C)S2 (stereo not given)
    -8, -1%, -18, -1.5%, -4%, 1%, ., 0, 38%[activator], 11, -4
(15) CC(=O)c1cccc(NC(=O)c2cnn(-c3ccccc3)c2C)c1
    0, 1%, 20, -0.6%, -1%, -1%, -3%, ?, 4%, -4, -18

Laid out differently: two of the compounds above
# | Structure | KCNH2 WT inh | USP2a inh | KCNH2 3.1 inh | B2AR arrestin | Menin-MLL TR inh | GALK inh | PKM2 act | TRPV1 agonist | CXXC DNA block | Giardia kill | FBPA coupling cs
5 | COc1ccc(NC(=O)COC(=O)c2c(F)cccc2Cl)cc1OC | . | 4% | . | 0.1% | 11% | 1% | -9% | 2 | -3% | . | 0
6 | N#Cc1ccccc1S(=O)(=O)N1CCN(C(=O)c2cc(-c3ccccc3)nn2-c2ccccc2)CC1 | 8 | -1% | . | -0.1% | . | -3% | -7% | 6 | 0% | 4 | .

Further structures:
Values run as follows: KCNH2 WT inh, USP2a inh, KCNH2 3.1 inh, B2AR arrestin, Menin-MLL TR inh, GALK inh, PKM2 act, TRPV1 agonist, CXXC DNA block, Giardia kill, FBPA coupling cs
(16) CCOc1ccc(N2CC(O)(c3cccs3)[N+]3=C2CCCC3)cc1 (stereo not given)
    ?, -9%, -102*, 0.3%, -20%, 0%, 2%, -1, -2%, 16, 6
(17) CCC1CCCCN1CCCNC(=O)C1CCCN(S(=O)(=O)N2CC(C)CC(C)C2)C1 (stereo not given)
    13, 4%, -2, -0.1%, ?, -1%, 1%, -6, 58%, 4, 7
(18) Cc1ccc(OCC(=O)NCc2ccc3c(c2)OCO3)c([N+](=O)[O-])n1
    -5, 3%, -4, -0.3%, -1%, 0%, 3%, -3, -1%, ?, 3
(19) O=c1[nH]cc(S(=O)(=O)NCc2ccccc2)c(=O)[nH]1
    1, -1%, 2, 0.4%, 5%, 7%, ., 0, 3%, 2, 4
(20) COc1ccccc1C(=O)NNC(=O)c1ccc(Br)cc1
    10, -1%, -3, -0.6%, 13%, 2%, -6%, ?, 2%, -9, 0
(21) COc1cc(OC)cc(C(=O)N[C@H](C(=O)NNC(=O)c2ccc(Br)cc2)C(C)C)c1
    -6, 2%, 20, 0.2%, ., ., ., ., ., -7, .
(22) Cc1nn(C)c(C(=O)Nc2cccc(Nc3ccccc3)c2)c1[N+](=O)[O-]
    ., -4%, ., -0.5%, ., -7%, 1%, 1, 34%, ., .
(23) Cc1cc(OCC(=O)N2CCN(c3ncccn3)CC2)ccc1Cl
    -5, 0%, -4, -0.8%, -26%, -3%, 7%, -9, 7%, 1, -1
(24) CCNc1nc(-c2cc(C)n(Cc3ccco3)c2C)cs1
    3, 4%, -9, -0.1%, -4%, -1%, 19%, -2, 12%, 30, -14
(25) CCCN(CCC)CCNC(=O)C1(O)c2ccccc2NC(=O)N1c1cccc(OC)c1 (stereo not given)
    17, 5%, 6, -0.2%, 0%, -5%, ., -2, -7%, 20, 1
(26) COc1cc(NC(=O)c2cccc([N+](=O)[O-])c2)ccc1NC(=O)c1ccco1
    -1, 1%, -15, -0.1%, ?, -1%, -10%, 1, 2%, -1, 1
(27) COc1ccc(-c2[nH]c3ccccc3c2SCCNC(=O)c2cc3ccccc3oc2=O)cc1
    1, 5%, -22, -0.2%, ?, ., 0%, 4, 25%, -2, -1
(28) O=C(Nc1nnc(-c2ccc3c(c2)CCCC3)o1)c1ccccc1
    1, 1%, 16, -0.4%, ?, -3%, -3%, 11, 1%, -20, 1
(29) Cc1ccc(C2/C(=C(/O)c3ccc(OC(C)C)cc3)C(=O)C(=O)N2CCN2CCOCC2)cc1 (stereo not given)
    5, 2%, 1, 0.2%, -16%, 2%, -10%, -2, -9%, -14, 15
(30) O=C(Nc1ccc(N2CCN(C(=O)c3ccc(Cl)cc3)CC2)cc1)c1ccc([N+](=O)[O-])o1
    -2, 0%, ?, 0.1%, ?, 1%, -18%, 5, 4%, -87*, 1
(31) CCc1nnc(NC(=O)CCC(=O)NCCc2ccccc2)s1
    -33, 1%, 3, 0.4%, -11%, 0%, -10%, 3, 1%, 7, -2
(32) COc1cccc2sc(N(CCCN(C)C)C(=O)c3sc4ccccc4c3Cl)nc12
    25, -1%, 1, 0.1%, -12%, -3%, -1%, 3, 18%, -9, 7
(33) Cc1ccc(SCc2nc(-c3ccccn3)no2)cc1
    -6, 1%, -4, 0.0%, -6%, -2%, 0%, 4, -3%, -4, -3
(34) COc1ccc(S(=O)(=O)NCc2csc(C)n2)cc1OC
    7, 1%, 2, -1.0%, -30%, ., ., -2, -13%, 11, 1
(35) CC1(C)CC2CC(C)(CN2C(=O)COC(=O)c2cccc(O)c2)C1 (stereo not given)
    4, 1%, 7, -0.1%, ., ., ., ?, ., -2, .
(36) COc1ccc(NC(=O)COC(=O)Cc2coc3cc(OC)ccc23)c(OC)c1
    -5, -16%, -6, -0.1%, ., ., ., ., ., 16, .
(37) O=C(NNc1ncccc1Cl)c1c(Cl)cccc1Cl
    -5, 0%, 4, 0.4%, -7%, -1%, -2%, 1, 2%, 9, 0
(38) CCN(CC)C(=O)CSc1nc(N)c2c3c(sc2n1)CC(C)CC3 (stereo not given)
    4, -1%, 16, 0.2%, ?, 0%, 0%, 9, 3%, -2, 4
(39) CCc1ccc(CN(C)C(=O)CCc2nnc(Cc3cccc(C)c3)o2)nc1
    -2, 1%, -2, 0.1%, -15%, 13%, 3%, 2, -1%, 11, 3
(40) COc1ccc(S(=O)(=O)Nc2cccnc2)cc1OC
    0, -1%, 11, 0.3%, 6%, -3%, -1%, 3, 0%, 8, 2
(41) CC(O)c1c(OCc2ccccc2)ncnc1OCc1ccccc1 (stereo not given)
    2, -1%, 12, -0.1%, -27%, 0%, -9%, ?, -5%, 11, 3
